Bioassay records: PubChem, National Center for Advancing Translational Sciences (NCATS)
HADH2 inhib: blocks human hydroxyacyl-CoA dehydrogenase type II. 73,000 compounds, 3.4% hits. Potency, µM (highest dose often 57.1 µM), inactives show at the top dose activity change, negative = inhibition, actives largely listed as inhibitors. Q99714. recombinant HADH2, NADH fluorescence, beta-hydroxybutyryl-CoA; note: % is set by controls: 0 for no effect and ±100 for the full control effect; nearly all actives have a fitted effect of over 60% in size; many of its hits are not listed in these tables
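20 nM HADH2 + cpd, 15 min RT; add 1 mM NAD+/90 uM beta-hydroxybutyryl-CoA; kinetic fluorescence 360/450 nm, 4 min. Tris-HCl pH 9.0, 0.01% Tween-20.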
USP2a inh: USP2a (human) protease inhibition; AID 927; USP2a enzymatic assay, qHTS inhibition; O75604; 60,000 compounds, 0.1% hits; Potency, µM (titrated, usually from 38.3 µM), without a hit: top-dose activity change, negative = inhibition, most hits filed as inhibitors;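 note: nearly all actives have a fitted effect of over 60% in size; plate controls were DMSO for no effect and NEM full inhibition control for full effect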
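USP2 core (20nM final) preincubated 30 min RT with compound, then Ub-PLA2 20nM and NBD C6-HPC 20uM final added; buffer 20mM Tris-HCl pH 8.0, 2mM CaCl2. Fluorescence Ex 460/Em 535 read at 0 and 2.5 h; normalized to NEM.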
HEK293 cAMP cs: parental HEK293 cAMP activation (counter-screen); parental HEK293 CNG cAMP sensor, membrane potential fluorescence; Potency, µM (top dose mostly 57.1 µM), for inactives: at the top dose activation, usual class: activators; 73,000 compounds, 2.5% hits; AID 938; note: % of control where 0% means no effect; nearly all actives have a fitted effect of over 55% in size
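Parental HEK 293 cells stably expressing a modified CNG channel (no TSHR) report cAMP rise as membrane depolarization. Membrane potential dye with 100 uM RO 20-1724 was loaded for 60 min at room temperature, then compound added for 30 min; fluorescence read at 590 nm.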
Caspase-7 inhib: blocks human caspase-7 allosterically or competitively | P55210 | recombinant caspase-7, Ac-DEVD-AFC fluorescence rate | Potency, µM (doses to about 57.5 µM), for the others: at the highest dose activity change, negative = inhibition, actives largely listed as inhibitors | 75,000 compounds, 0.02% hits; active = well fitted inhibition curve with a large enough effect in the main read-out, with a control signal flat, not every such curve was filed as active; inconclusive = small, poorly fitted or top-dose-only effect, or a change in a side signal; note: % of control where 0% means no effect
ERK AVP block: vasopressin-driven ERK pathway inhibition; HEK293-V1b, vasopressin-stimulated pERK AlphaScreen; 72,000 compounds, 0.99% hits; Potency, µM (series often up to 57.5 µM), without a hit: at the highest dose activity, negative = inhibition, usual class: inhibitors; note: % is set by controls: 0 for no effect and ±100 for the full control effect; nearly all actives have a fitted effect of over 55% in size
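HEK293 cells stably expressing V1b receptor, preincubated 30 min at 37 °C with compound, then stimulated 5 min with 25 nM vasopressin. Phospho-ERK by AlphaScreen SureFire after 5 h RT; normalized to DMSO and vasopressin; AC50 by Hill fit.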
Casp1 inh: caspase-1 (human) inhibition, allosteric or competitive | P29466 | Caspase-1 enzyme, Ac-WEHD-AFC fluorogenic rate | Potency, µM (doses to about 57.5 µM), without a hit: at the top dose activity change, negative = inhibition, actives largely listed as inhibitors | 75,000 compounds, 0.03% hits;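 note: plate controls were vehicle for no effect and no substrate for full effect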
Starred values were filed as active, the others as inactive; ? = inconclusive; . = no result given; [ ] = dose if it differs, or a comment. Unless noted, calls come from the whole dose curve; as a rule, active = well fitted curve in the direction sought with a large enough effect; inconclusive = small, poorly fitted or top-dose-only effect, or another doubt; inactive = no such curve, though single readings can be large; an effect the other way counts as inactive or inconclusive. Potency is the fitted concentration of half-maximal effect. An excerpt; rates above refer to the full screens.

1. O=C1N(c2ccccc2)C2CS(=O)(=O)CC2N1c1ccc(Cl)c(Cl)c1 (stereo not drawn)
2. N#Cc1ccccc1NCc1ccccc1
3. Cc1ccc(C(=O)Nc2ccc3c(c2)CCC3)o1
4. COC(=O)c1ccc(NC(=O)CSc2nnc(COc3ccc4c(c3)CCCC4)o2)cc1
5. O=c1c2cc3ccccc3n2cnn1Cc1ccccc1F
6. O=C(OCc1nc2ccc(Cl)cc2n1CCO)c1ccc2c(c1)OCO2
7. Cc1ccc(NC(=O)Nc2cccs2)cc1
8. CSc1ccc(NC(=O)CC(C)=O)cc1
9. Cc1ccc(Cn2c(C(=O)NCCCN3CCOCC3)cc3sccc32)cc1
10. CN(C)CCCNC(=O)c1ccc(CN(c2ccccc2)S(C)(=O)=O)cc1
entry no.	1	2	3	4	5	6	7	8	9	10
HADH2 inhib	12%	-7%	0%	16%	?	3%	16µM*	5%	17%	-3%
USP2a inh	.	.	.	.	.	.	.	.	.	.
HEK293 cAMP cs	-17%	?	3%	-3%	6%	-11%	1%	-9%	29%	10%
Caspase-7 inhib	1%	-1%	-1%	0%	-5%	-7%	-10%	0%	1%	0%
ERK AVP block	.	.	.	.	.	.	.	.	.	.
Casp1 inh	-4%	-1%	0%	-4%	-5%	-4%	-2%	-3%	2%	-2%

11. COc1cc(N=Cc2c(O)[nH]c3ccccc23)cc(OC)c1OC
12. CC(C(=O)N1CCCCC1)n1ncn2cccc2c1=O (stereo not drawn)
13. O=c1[nH]ncc2c3ccccc3n(Cc3ccccc3F)c12
14. CC1CCN(c2nc3ccc(C(=O)O)cc3s2)CC1
15. O=P(/C(=N/O)Sc1ccccc1)(N1CCOCC1)N1CCOCC1
16. O=C(CN1CCN(S(=O)(=O)c2ccc(Br)cc2)CC1)Nc1ccc2c(c1)OCO2
17. Cc1ccc(-n2nc(C)c3c2OC(N)=C(C#N)C3c2ccco2)cc1 (stereo not drawn)
18. CC(=O)Nc1ccc(Nc2ncnc3c2cnn3-c2cccc(C)c2)cc1
19. COC(=O)CN(c1cc(C(F)(F)F)ccc1Cl)S(C)(=O)=O
20. O=C(c1cccs1)N1CCN(Cc2ccc3c(c2)OCO3)CC1
entry no.	11	12	13	14	15	16	17	18	19	20
HADH2 inhib	-17%	-4%	1%	-11%	-4%	10%	?	212%[activator]	-12%	-6%
USP2a inh	.	.	.	.	.	.	.	.	.	.
HEK293 cAMP cs	-24%	-12%	?	2%	-4%	?	?	-11%	6%	-3%
Caspase-7 inhib	-4%	0%	-4%	-1%	0%	-2%	-7%	-2%	-1%	1%
ERK AVP block	.	.	.	.	.	.	.	.	.	.
Casp1 inh	-4%	-2%	-4%	-2%	-1%	-1%	-3%	-1%	1%	-4%

21. O=C(O)Cn1cc2c(n1)CCCCC2
22. COC(=O)CCC(=O)Nc1ccc(NC(=O)CCC(=O)OC)cc1
23. CCc1ccc(S(=O)(=O)Nc2ccc(O)c(C(=O)O)c2)cc1
24. CCOC(=O)N1CCC(NC(=O)c2cc3sccc3n2CC)CC1
25. COc1ccc(/C=N/n2c(C)nnc2C)c(OC)c1
26. CCOc1ccc(NC(=O)CCn2cccc2)cc1
27. CC(CN(C)C)NC(=O)c1ccc(-n2c(=O)c(=O)[nH]c3ccccc32)cc1 (stereo not drawn)
28. CCSc1nnc(NC(=O)c2cc3c(s2)CCCC3)s1
29. O=C(CCn1cccc1)Nc1nccs1
30. CCOc1cccc(-c2nnc3n2N=C(c2cc(OC)ccc2OC)CS3)c1
entry no.	21	22	23	24	25	26	27	28	29	30
HADH2 inhib	4%	-14%	-27%	-5%	-15%	-1%	-10%	-9%	-5%	4%
USP2a inh	.	.	.	.	.	.	.	.	.	.
HEK293 cAMP cs	-11%	1%	1%	2%	-18%	?	-13%	-4%	-7%	?
Caspase-7 inhib	0%	2%	1%	-1%	3%	-1%	-2%	-2%	-2%	-6%
ERK AVP block	.	.	.	.	.	.	.	.	.	.
Casp1 inh	-5%	-1%	0%	-1%	-1%	-1%	-3%	1%	1%	-3%

Reformatted bar-delimited: part of the list above
cpd | SMILES | HADH2 inhib | USP2a inh | HEK293 cAMP cs | Caspase-7 inhib | ERK AVP block | Casp1 inh
14 | CC1CCN(c2nc3ccc(C(=O)O)cc3s2)CC1 | -11% | . | 2% | -1% | . | -2%
15 | O=P(/C(=N/O)Sc1ccccc1)(N1CCOCC1)N1CCOCC1 | -4% | . | -4% | 0% | . | -1%
16 | O=C(CN1CCN(S(=O)(=O)c2ccc(Br)cc2)CC1)Nc1ccc2c(c1)OCO2 | 10% | . | ? | -2% | . | -1%
17 | Cc1ccc(-n2nc(C)c3c2OC(N)=C(C#N)C3c2ccco2)cc1 (stereo not drawn) | ? | . | ? | -7% | . | -3%
18 | CC(=O)Nc1ccc(Nc2ncnc3c2cnn3-c2cccc(C)c2)cc1 | 212%[activator] | . | -11% | -2% | . | -1%
19 | COC(=O)CN(c1cc(C(F)(F)F)ccc1Cl)S(C)(=O)=O | -12% | . | 6% | -1% | . | 1%
20 | O=C(c1cccs1)N1CCN(Cc2ccc3c(c2)OCO3)CC1 | -6% | . | -3% | 1% | . | -4%
21 | O=C(O)Cn1cc2c(n1)CCCCC2 | 4% | . | -11% | 0% | . | -5%
22 | COC(=O)CCC(=O)Nc1ccc(NC(=O)CCC(=O)OC)cc1 | -14% | . | 1% | 2% | . | -1%
23 | CCc1ccc(S(=O)(=O)Nc2ccc(O)c(C(=O)O)c2)cc1 | -27% | . | 1% | 1% | . | 0%
24 | CCOC(=O)N1CCC(NC(=O)c2cc3sccc3n2CC)CC1 | -5% | . | 2% | -1% | . | -1%
25 | COc1ccc(/C=N/n2c(C)nnc2C)c(OC)c1 | -15% | . | -18% | 3% | . | -1%
26 | CCOc1ccc(NC(=O)CCn2cccc2)cc1 | -1% | . | ? | -1% | . | -1%
27 | CC(CN(C)C)NC(=O)c1ccc(-n2c(=O)c(=O)[nH]c3ccccc32)cc1 (stereo not drawn) | -10% | . | -13% | -2% | . | -3%
28 | CCSc1nnc(NC(=O)c2cc3c(s2)CCCC3)s1 | -9% | . | -4% | -2% | . | 1%
29 | O=C(CCn1cccc1)Nc1nccs1 | -5% | . | -7% | -2% | . | 1%

Next part:
31. O=C(Nc1ccccc1C(=O)O)c1ccc2ccccc2n1
32. COc1ccccc1OCCOc1ccccc1/C=N/n1cnnc1
33. CCOC(=O)N1CCN(CCC(=O)Nc2ccc(C)cc2)CC1
34. O=c1c2c3c(sc2nc2n1CCCCC2)CCCCC3
35. CCNC(=O)[C@@H]1CCCN1C(=O)[C@H](CCCN=C(N)N)NC(=O)[C@H](CC(C)C)NC(=O)[C@@H](CC(C)C)NC(=O)[C@H](Cc1ccc(O)cc1)NC(=O)[C@H](CO)NC(=O)[C@H](Cc1c[nH]c2ccccc12)NC(=O)[C@H](Cc1cnc[nH]1)NC(=O)[C@@H]1CCC(=O)N1
36. COCCNCCOCCOc1cccc(OC)c1
37. O=c1[nH]c(Nc2nc3ccccc3o2)nc2c1CCCC2
38. CC1CCCN(c2nc3ccccc3nc2C(C#N)S(=O)(=O)c2ccccc2)C1 (stereo not drawn)
39. Cc1onc(-c2ccccc2)c1C(=O)N1CC(C)OC(C)C1 (stereo not drawn)
40. C=C1C(=O)OC2C1CC/C(C)=C/CCC1(C)OC21 (stereo not drawn)
entry no.	31	32	33	34	35	36	37	38	39	40
HADH2 inhib	-13%	9%	0%	?	4%	11%	-12%	?	-3%	.
USP2a inh	.	.	.	.	.	.	.	.	.	-7%
HEK293 cAMP cs	-3%	7%	-1%	8%	11%	-7%	4%	3%	-10%	.
Caspase-7 inhib	-1%	1%	0%	-3%	-1%	1%	0%	?	1%	1%
ERK AVP block	.	.	.	.	.	.	.	.	.	23%
Casp1 inh	-1%	3%	-2%	-1%	-1%	-3%	-1%	?	1%	0%

41. Oc1c(Br)cc(Br)c2cccnc12
42. CC1(C)SC2C(N3C(=O)C(c4ccccc4)NC3(C)C)C(=O)N2C1C(=O)O (stereo not drawn)
43. CC(=O)c1ccc[nH]1
44. COc1cc(O)ccc1C(C)=O
entry no.	41	42	43	44
HADH2 inhib	.	.	.	.
USP2a inh	45%[activator]	-6%	-11%	3%
HEK293 cAMP cs	.	.	.	.
Caspase-7 inhib	0%	0%	1%	1%
ERK AVP block	-11%	-7%	3%	4%
Casp1 inh	-5%	1%	0%	-1%
